OX1R antag = human HCRTR1 antagonism. O43613. CHO/OX1R cells, Fluo-8 calcium fluorescence, orexin A. inhibition, % at 5 µM. 330,000 compounds, 0.43% hits;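 active = inhibition above its plate's threshold, mean inhibition of all tested compounds on the plate plus 3 SD, cut at about 37% in these data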;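 also: 0% = orexin A challenge wells and 100% = SB-334867-A antagonist wells; not every result past the cut was called active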
Target sequence (O43613 whole entry, looked up): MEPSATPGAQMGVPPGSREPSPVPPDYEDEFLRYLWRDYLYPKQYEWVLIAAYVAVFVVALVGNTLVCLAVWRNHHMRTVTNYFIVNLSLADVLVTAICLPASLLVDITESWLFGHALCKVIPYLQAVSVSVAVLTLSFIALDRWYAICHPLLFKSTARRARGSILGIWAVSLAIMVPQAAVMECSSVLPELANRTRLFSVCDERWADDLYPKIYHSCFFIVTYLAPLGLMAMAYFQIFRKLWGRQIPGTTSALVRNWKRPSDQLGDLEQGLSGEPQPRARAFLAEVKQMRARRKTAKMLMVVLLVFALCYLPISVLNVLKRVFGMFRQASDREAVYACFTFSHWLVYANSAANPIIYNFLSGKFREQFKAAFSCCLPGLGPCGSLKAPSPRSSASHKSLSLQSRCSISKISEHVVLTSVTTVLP
CHT allo act = allosteric activators of human choline transporter CHT. CHT-expressing cells, membrane potential dye, choline EC20; active compounds read high; LV-AA mutant CHT in HEK293 cells. B-score at 10 µM. 310,000 compounds, 0.49% hits. Q9GZV3;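 active = initial fluorescence not abnormally high and integrated response B-score, plate-corrected, over 3 SD above library mean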
Target sequence (Q9GZV3 whole entry, looked up): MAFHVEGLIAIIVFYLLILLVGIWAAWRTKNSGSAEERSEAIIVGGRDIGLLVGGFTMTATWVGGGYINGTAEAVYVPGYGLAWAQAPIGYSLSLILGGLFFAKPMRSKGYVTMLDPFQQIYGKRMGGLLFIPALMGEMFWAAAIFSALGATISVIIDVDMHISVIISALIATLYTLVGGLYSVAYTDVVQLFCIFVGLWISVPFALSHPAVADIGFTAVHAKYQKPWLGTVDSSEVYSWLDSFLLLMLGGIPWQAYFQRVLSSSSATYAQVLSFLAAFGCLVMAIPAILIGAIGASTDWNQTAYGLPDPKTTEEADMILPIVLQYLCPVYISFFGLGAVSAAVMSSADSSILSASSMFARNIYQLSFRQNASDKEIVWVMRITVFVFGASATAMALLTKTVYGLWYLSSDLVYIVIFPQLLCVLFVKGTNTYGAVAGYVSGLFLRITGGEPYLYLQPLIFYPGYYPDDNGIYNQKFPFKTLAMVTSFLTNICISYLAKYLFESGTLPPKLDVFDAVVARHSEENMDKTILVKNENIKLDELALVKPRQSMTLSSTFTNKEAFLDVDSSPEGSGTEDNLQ
* hit, by the source's call; i = inactive; . = no result given; & = joins results of further samples.

SMILES | OX1R antag | CHT allo act
Cc1cc(C(=O)Nc2ccccc2)oc1C | -11 | i
Cc1cccn2cc(CNC(=O)c3ccc(Br)o3)nc12 | -18 | i
CC(C)c1csc(CN2CCC(n3nccc3NC(=O)Cc3ccccc3)CC2)n1 | -13 | i
CC(C)CCN1C(N(C)C)=NC[C@@H]1C | 2 | i
CC(C)CC(=O)c1c[nH]c(C(=O)NCc2cccnc2)c1 | -15 | i
Cc1ccc(Nc2nc(Nc3ccc(C)cc3)nc(SC3=NCCS3)n2)cc1 | -38 | i
COc1ccc(NC(=S)Nc2cccc3ccccc23)cc1OC | -16 | i
S=C(Nc1ccc(Cl)cc1)N(CCCN1CCOCC1)Cc1cccs1 | -19 | i
O=C(COc1ccc(Cl)cc1)N1CCN(C(=O)c2cccc(F)c2)CC1 | -6 | i
CN1CCN(C(=O)c2ccccc2NC(=O)CCN2C(=O)c3ccccc3C2=O)CC1 | 3 | i
O=C1c2ccccc2NC(c2ccc(O)cc2)N1c1ccccc1 (configuration not stated) | -13 | i
CCOC(=O)N1CCC(N2CCN(S(=O)(=O)CC)CC2)CC1 | -6 | i
CN(C(=O)c1cccs1)c1ccc(OCC(=O)Nc2ccc(C(=O)O)cc2)cc1 | -8 | i
COCCNC(C(=O)Nc1ccc(C)cc1[N+](=O)[O-])c1ccccc1 (configuration not stated) | -14 | i
Cc1ccc(C)c(OCC(=O)Nc2ccccc2C(=O)N2CCOCC2)c1 | -14 | i
CCS(=O)(=O)c1ccc(OC)c(N=Nc2ccc(O)c3ncccc23)c1 | -9 | i
CCOC(=O)C(C)Oc1ccc(C2NC(=O)NC(C)=C2C(C)=O)cc1Br (configuration not stated) | -6 | i
COc1cc(C(=O)N2CCSCC2)ccc1OC1CCN(C(C)=O)CC1 | 15 | i
O=C(CSc1nc2[nH]c(=O)[nH]c(=O)c2s1)Nc1cccc(F)c1 | -15 | .
C=CCNC(=O)COC(=O)COc1ccc(Cl)cc1 | 8 | i
COc1cccc(-c2csc(NNC(=O)c3cccs3)n2)c1 | -13 | i
O=C(COc1ccc(Cl)cc1Cl)N/N=C/c1cccnc1 | -23 | i
CSc1ccccc1NC(=O)CN(C)CC(=O)NCC(=O)Nc1ccc(F)cc1 | -7 | i
COc1cc(/C=N/Nc2nc(=O)[nH]nc2C)cc([N+](=O)[O-])c1O | 1 | i
Cc1ccc(S(=O)(=O)N(Cc2cccc(C)c2)C(=O)N2CCN(C)CC2)cc1 | 16 | i
Other records follow.
SMILES | OX1R antag | CHT allo act
COc1ccc(C(=O)CN2C(=O)NC3(CCCc4ccccc43)C2=O)c(OC)c1 (configuration not stated) | -46 | i
CC(C)/C=C1\CC/C(=C\c2cccnc2)C1=O | -18 | i
Cc1ccccc1CNC(=O)C1CCC(=O)N(C2CCCCCC2)C1 (configuration not stated) | -34 | i
O=C(COC(=O)c1ccc([N+](=O)[O-])o1)Nc1ncc(Cl)cc1Cl | -11 | .
COCCNC(=O)c1ccc(-n2c(SCc3ccncc3)nc3ccccc3c2=O)cc1 | -5 | i
COc1ccc(N2CC(C(=O)Nc3nccs3)CC2=O)cc1 (configuration not stated) | -28 | i
Nc1ccccc1C(=O)NC1CCCCNC1=O (configuration not stated) | -11 | i
CCOC(=O)c1sc(NC(=O)c2ccccc2OCC)nc1C | -29 | i
CCc1nnc(NS(=O)(=O)c2ccc(NCc3cc(Cl)cc(Cl)c3O)cc2)s1 | -3 | i
Cc1ccc(OCC(=O)OCC(=O)c2cccc([N+](=O)[O-])c2)cc1C | -13 | i
C=Cn1cc[n+](CC(=O)c2ccc(Cl)c(Cl)c2)c1 | -10 | i
O=C(CN1CCCC1)OCCCc1ccccc1 | -14 | i
Cc1cc(NC(=O)CCN2CCN(C/C=C/c3ccccc3)CC2)ccc1Br | -4 | i
Cc1ccc(S(=O)(=O)NCCC(=O)NCC(c2ccco2)N2CCCCC2)cc1C (configuration not stated) | -21 | i
COc1cc(/C=N/NC(=O)[C@H](Cc2c[nH]c3ccccc23)NC(=O)OCC(C)C)cc([N+](=O)[O-])c1O | 8 | i
NC(=O)CC(NC(=O)c1ccccc1)c1ccc(NCCc2ccc(F)cc2)c([N+](=O)[O-])c1 (configuration not stated) | -1 | i
COC(=O)C1=C(C)NC(=O)/C1=C\c1ccc2c(c1)OCO2 | 4 | i
COc1ccc(NC(=O)c2sc3nc(C)nc(N4CCOCC4)c3c2C)c(OC)c1 | -27 | i
O=C(NCc1ccccc1)C(c1ccc(F)cc1)N(C(=O)c1csnn1)C1CC1 (configuration not stated) | -23 | i
Cc1cc(C(=O)Nc2sc(C)c(-c3ccc(F)cc3)c2C(N)=O)no1 | -7 | i
Cc1nc(C)n(C(C)CC(=O)O)n1 (configuration not stated) | -11 | i
CCOC(=O)Cc1csc(NC(=O)CSc2nnc(C3CC3)n2C)n1 | -4 | i
C#CCOCCOCCOCCNc1nc(N2CCN(C(=O)CCCCCCCCCCNC(=O)Cn3cc(CCCCCN)nn3)CC2)nc(N2CCN(C(=O)CCCCCCCCCCNC(=O)[C@H](CO)n3cc(CCCCCN)nn3)CC2)n1 | -23 | i
COc1ccccc1NS(=O)(=O)c1ccc(C(=O)N2CCCC(C)C2)cc1 (configuration not stated) | -16 | i
CCOC(=O)c1c(NC(=O)c2cccnc2)sc(C)c1C | -30 | i
(cont.)
SMILES | OX1R antag | CHT allo act
OCCNCCO | -5 | i
COc1cccc(CC2(CO)CCCN(Cc3ccc(OC)c(C)c3OC)C2)c1 (configuration not stated) | -23 | i
CSCC[C@H](NC(=O)c1ccc(OCC2CCCO2)cc1)c1nc2ccccc2[nH]1 (some centres not stated) | -32 | .
COc1ccc(CCNC(=O)CN(CCc2ccccc2)S(C)(=O)=O)cc1 | -29 | i
CCOc1ccc(NC(=O)CC2C(=O)N(c3ccc(OC)cc3)C(=O)N2CCc2cccs2)cc1 (configuration not stated) | -25 | i
COC/C=C/C1=CC2=CC(=O)C(C)(OC(=O)c3cnc4ccccc4n3)C(=O)C2=CN1Cc1ccccc1 (configuration not stated) | -17 | i
CCc1ccc(C(=O)OCC(=O)N(CC)c2c(N)n(Cc3ccccc3)c(=O)[nH]c2=O)cc1 | -8 | .
COc1cc(CC(=O)NCc2cccs2)cc(OC)c1OC | 0 | i
O=S1(=O)N=C(N/N=C/c2ccc(Br)o2)c2ccccc21 | -3 | i
CC(=O)N(Cc1ccc(F)cc1)C1=C(NCCc2ccccc2)C(=O)c2ccccc2C1=O | -45 | i
CN(C)Cc1c(O)c(Cl)cc2c3c(c(=O)oc12)CCCC3 | -1 | i
COc1ccc(OC(=O)c2ccc(Cl)cc2)c(C(C)=O)c1 | -14 | i
O=C(NNC(=O)C1CCN(Cc2ccccc2)CC1)c1cccs1 | -7 | i
CCN1CCSc2ccc(C(=O)NCc3ccccc3Br)cc21 | -12 | i
CCOC(=O)c1ccc(NC(=O)c2nc[nH]c2C(=O)N[C@H](C)c2ccccc2)cc1 | -46 | i
N#CC1=C(N)Nc2nc3ccccc3n2C1c1ccc(F)cc1 (configuration not stated) | -14 | i
CCCn1nc2cc(C(=O)NCCc3ccc(C)cc3)ccc2c1OCC | -17 | i
COC(=O)c1cc(OC)ccc1-c1ccc(OC)cc1 | -3 | i
O=C(O)C1=C[C@H](c2ccc(Br)cc2)C[C@H](OCc2ccc(CO)cc2)O1 | -16 | i
CC(CCc1ccccc1)NC(=O)CCCn1ncn2c(cc3occc32)c1=O (configuration not stated) | -18 | i
O=C(CSc1nnc(Nc2ccccc2)s1)NC1CCCC1 | -25 | .
N=c1c(C(=O)NCC2CCCO2)cc2c(=O)n3ccccc3nc2n1Cc1ccccc1 (configuration not stated) | -3 | i
COc1ccc(C(=O)c2c3ccc(C(F)(F)F)cc3[n+]([O-])n2CCCC(N)=O)cc1 | -29 | i
CCN1/C(=C2\OC(=S)N(C)C2=O)Sc2ccccc21 | -17 | i
Cn1c(Cc2cccc3ccccc23)nnc1SCC(=O)N1CCN(c2ccccc2)CC1 | -26 | i

3 compounds out of the list above, arranged by their value in OX1R antag, falling.
compound	OX1R antag
COC(=O)c1cc(OC)ccc1-c1ccc(OC)cc1	-3
N#CC1=C(N)Nc2nc3ccccc3n2C1c1ccc(F)cc1 (configuration not stated)	-14
CCCn1nc2cc(C(=O)NCCc3ccc(C)cc3)ccc2c1OCC	-17

Ordered by number of heavy atoms (smallest number first): some entries from above.
SMILES | OX1R antag | CHT allo act
CCOC(=O)C(C)Oc1ccc(C2NC(=O)NC(C)=C2C(C)=O)cc1Br (configuration not stated) | -6 | i
COc1ccc(CCNC(=O)CN(CCc2ccccc2)S(C)(=O)=O)cc1 | -29 | i
CCOc1ccc(NC(=O)CC2C(=O)N(c3ccc(OC)cc3)C(=O)N2CCc2cccs2)cc1 (configuration not stated) | -25 | i

One compound at a time (already shown):
N=c1c(C(=O)NCC2CCCO2)cc2c(=O)n3ccccc3nc2n1Cc1ccccc1 (configuration not stated) is listed with OX1R antag = -3; CHT allo act = i
COc1cc(CC(=O)NCc2cccs2)cc(OC)c1OC is listed with OX1R antag = 0; CHT allo act = i

(listing goes on)
SMILES | OX1R antag | CHT allo act
COc1ccc(N2C(=O)C3C(c4ccc(OC)cc4O)NC(Cc4ccccc4)(C(=O)O)C3C2=O)cc1 (configuration not stated) | -7 | i
CN=C(Nc1ccc(Br)cc1)SC1CC(=O)N(c2ccc(OC)cc2)C1=O (configuration not stated) | -3 | i
O=C(COC(=O)c1cc(S(=O)(=O)Nc2ccccc2Cl)ccc1O)Nc1ccc(F)c(F)c1F | 16 | .
CN1CCN(C(=O)c2ccc3c(=O)n(-c4ccc(F)cc4)c(=S)[nH]c3c2)CC1 | -5 | i
COc1ccc(S(N)(=O)=O)cc1C(=O)OCCCOC(=O)c1cc(S(N)(=O)=O)ccc1OC | 4 | i
COc1cc(CNCCCCO)ccc1OCc1ccccc1F | -24 | i
CCN1C(=O)/C(=C/c2cccs2)N(C)C1=S | -25 | i
CS(=O)(=O)N1CCN(c2ccccc2NC(=S)NC(=O)c2ccco2)CC1 | -18 | i
CCN1C(=O)CC(C(=O)Nc2ccc(F)cc2)SC1=Nc1ccc2c(c1)OCO2 (configuration not stated) | -14 | i
Cc1[nH]c(=O)[nH]c(=O)c1N1CCOCC1 | 0 | i
COCOc1ccc(C=O)c(OCOC)c1 | 14 | i
O=C(COC(=O)c1cc(S(=O)(=O)N2CCCCC2)ccc1N1CCOCC1)c1ccc(Cl)cc1 | -11 | i
CCc1ccccc1NC(=O)c1ccc([N+](=O)[O-])s1 | -11 | i
CN(c1ccc(C(=O)Nc2ccc3c(c2)n(C)c(=O)n3C)cc1)S(C)(=O)=O | -2 | i
Cc1ccc(CNC(=O)N[C@@H](Cc2ccccc2)C(=O)O)cc1 | -8 | i
CSc1ccccc1OCc1cc(C(=O)N2CCN(c3ncccn3)CC2)no1 | -19 | i
CCOC(=O)C1CCN(C(=O)c2cccc(S(=O)(=O)N(C)C3CCCCC3)c2)CC1 | -24 | i
Cn1c(=O)oc2cc(S(=O)(=O)N3CCCCC3)ccc21 | -19 | i
COc1cc(/C=C(\C#N)C(=O)N2CCCCC2)ccc1O | 5 | i
CC(C)C(C(=O)NCC1CCCO1)N(C(=O)CNS(=O)(=O)c1ccc(F)cc1)C1CCCCC1 (configuration not stated) | -26 | i
Cc1c(NC(=O)c2cc3nc(-c4ccc(Cl)cc4)cc(C(F)(F)F)n3n2)c(=O)n(-c2ccccc2)n1C | -34 | i
Cc1ccc(C(=O)Nc2cccc3ccccc23)cc1 | -26 | i
CC(=O)c1c(C)oc2ccc(NS(=O)(=O)c3ccc(C)cc3)cc12 | -2 | i
O=C(CNC(=O)COc1ccccc1)NCc1ccccc1F | -10 | i
CCNC(=S)N1CCN(S(=O)(=O)c2ccc(Cl)s2)CC1 | -8 | .
Other compounds follow.
SMILES | OX1R antag | CHT allo act
Cc1ccc(NC(=S)N(CCCN2CCOCC2)Cc2cccnc2)cc1C | -17 | i
O=C1c2cccc3cccc(c23)C(=O)N1OS(=O)(=O)c1ccccc1 | -29 | i
CN(C(=O)Nc1ccccc1)C1CCS(=O)(=O)C1 (configuration not stated) | -5 | i
CC(C)CNS(=O)(=O)c1ccc(S(=O)(=O)NC2CCOC(C)(C)C2)cc1 (configuration not stated) | 0 | i
COc1ccc(CCNC(=O)C2CCC(CNc3c(N4CCCC4)c(=O)c3=O)CC2)cc1OC (configuration not stated) | -6 | i
CC(C)S(=O)(=O)c1csc(NC(=O)Nc2cccc([N+](=O)[O-])c2)c1Cl | -26 | i
COc1ccccc1NC(=O)CCSc1nnnn1C | 3 | i
CCN1CCN(Cc2ccc(NC(=O)c3ccc(C)c(NC(=O)c4cccc5[nH]ccc45)c3)cc2C(F)(F)F)CC1 | -18 | i
CC(=O)c1c(C)[nH]c(C(=O)COc2cc(C)cc(C)c2)c1C | -8 | i
CC(C)(C)C(=O)NNC(=O)COc1ccc2ccccc2c1Br | 0 | i
CN(c1ccc(C(=O)Nc2ccc3c(c2)OCCO3)cc1)S(C)(=O)=O | 6 | i
C[C@H](CCC(=O)O)[C@H]1CC[C@H]2[C@@H]3[C@H](O)C[C@@H]4C[C@H](O)CC[C@]4(C)[C@H]3C[C@H](O)[C@]12C | -7&6&13 | i
COc1cc(/C=C/C(=O)Nc2ccc3[nH]c(=O)[nH]c3c2)cc(OC)c1OC | -12 | i
Cc1nc2ccccc2c(C)c1CC(=O)N(CC(C)C)c1c(N)n(Cc2ccccc2)c(=O)[nH]c1=O | -30 | i
O=C(COC(=O)C1CCN(S(=O)(=O)c2cc([N+](=O)[O-])ccc2Cl)CC1)Nc1ncc(Cl)cc1Cl | -12 | i
Cc1ccc(N(C(=O)Cc2cccs2)C(C(=O)NC2CCCCC2)c2ccccn2)cc1C (configuration not stated) | -21 | i
C=CCn1c(Cc2csc(N)n2)nnc1SCc1ccc(C(=O)OC)cc1 | -14 | i

Quoted at random: 2 entries already listed.
SMILES | OX1R antag | CHT allo act
CN(c1ccc(C(=O)Nc2ccc3c(c2)OCCO3)cc1)S(C)(=O)=O | 6 | i
COc1ccccc1NC(=O)CCSc1nnnn1C | 3 | i

Source: PubChem (several laboratories)
